High-throughput results from PubChem BioAssay.
Sm TGR block = qHTS Assay for the Inhibitors of Schistosoma Mansoni Peroxiredoxins; 360,000 tested, 3% active; purified TGR, DTNB reduction, TNB absorbance 405 nm; Schistosoma mansoni thioredoxin glutathione reductase (TGR), Q962Y6; Potency, µM (titrated, usually from 114 µM), for the others: top-dose activity change, negative = inhibition, hits mostly inhibitors; further: nearly all actives have a fitted effect of over 60% in size
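Kinetic colorimetric format: TGR-catalysed, NADPH-driven DTNB reduction monitored via TNB absorbance. Enzyme dispensed at 20 nM; compound exposure 15 min at room temperature before reaction start.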
HCV inhibitor = qHTS Assay for Inhibitors of Hepatitis C Virus (HCV); 340,000 tested, 3.4% active; Potency, µM (top dose mostly 41.8 µM), inactives show top-dose activity change, negative = inhibition, most hits filed as inhibitors; Huh7.5.1 HCVcc-Cre infection, luciferase reporter, 44 h
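1,000 cells/well; 4 h culture; + compound; + HCVcc-Cre (~0.5 moi); 44 h; luciferase substrate, RT 15 min; read 15 sec.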
TbPYK inhibitor = qHTS of Trypanosoma Brucei Inhibitors. 410,000 tested, 0.12% active. AID 624173, 2012. Potency, µM (highest dose often 76.8 µM), inactives show top-dose activity, negative = inhibition, usual class: inhibitors. pyruvate kinase (Trypanosoma brucei), Q57TT1. TbPYK enzyme, Kinase-Glo Plus ATP luminescence, 45 min; further: nearly all actives have a fitted effect of over 50% in size
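Screened from lowest to highest concentration, compounds were pinned into TbPYK/substrate mixtures, and ADP (130 uM final) was added. Plates sat at room temperature for 45 min prior to Kinase-Glo Plus detection by luminescence.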
Pf growth 96h = Primary qHTS for delayed death inhibitors of the malarial parasite plastid, 96 hour incubation | P. falciparum luciferase reporter growth, 96 h | Potency, µM (titrated, usually from 28.7 µM), inactives show top-dose activity change, negative = inhibition, most hits filed as inhibitors | 320,000 tested, 6.9% active | AID 504834, 2011
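Cell-based qHTS: luciferase-tagged P. falciparum in erythrocytes (2% hematocrit, 0.05% parasitemia final) incubated with compounds for 96 hours, 37 C, 5% CO2; luciferase detection reagent then added and luminescence measured.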
Pf growth 48h = Primary qHTS for delayed death inhibitors of the malarial parasite plastid, 48 hour incubation | P. falciparum luciferase growth in erythrocytes, 48 h | Potency, µM (titrated, usually from 28.7 µM), for inactives: at the highest dose activity change, negative = inhibition, hits mostly inhibitors | 310,000 tested, 5.9% active
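Luciferase-expressing P. falciparum in infected erythrocytes (2% hematocrit, 0.1% parasitemia final) in RPMI 1640/0.5% Albumax were exposed to compound for 48 hours at 37 C, 5% CO2; growth read as luminescence.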
LmPK inh = qHTS Assay for Inhibitors of Leishmania Mexicana Pyruvate Kinase (LmPK); Q27686; purified LmPK, Kinase-Glo ATP luminescence, 1 h; Potency, µM (doses to about 57.5 µM), for inactives: at the top dose activity change, negative = inhibition, usual class: inhibitors; 290,000 tested, 0.37% active; AID 1721, 2009
Target sequence (Q27686 whole entry, looked up): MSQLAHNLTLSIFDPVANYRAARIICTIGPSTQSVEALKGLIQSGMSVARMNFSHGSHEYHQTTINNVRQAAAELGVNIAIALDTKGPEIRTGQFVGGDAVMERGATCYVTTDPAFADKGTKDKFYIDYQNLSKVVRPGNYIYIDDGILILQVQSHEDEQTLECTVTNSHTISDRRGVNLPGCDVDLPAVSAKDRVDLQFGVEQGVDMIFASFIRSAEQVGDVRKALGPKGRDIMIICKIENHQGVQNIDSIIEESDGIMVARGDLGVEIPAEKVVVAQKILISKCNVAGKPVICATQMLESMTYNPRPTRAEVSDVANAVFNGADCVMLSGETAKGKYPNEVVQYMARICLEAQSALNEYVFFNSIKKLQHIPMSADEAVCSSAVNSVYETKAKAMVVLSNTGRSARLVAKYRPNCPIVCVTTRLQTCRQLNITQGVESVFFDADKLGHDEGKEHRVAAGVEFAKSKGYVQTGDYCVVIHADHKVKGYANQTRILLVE
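Purified LmPK (0.1 nM) converted ADP (0.1 mM) to ATP with PEP (0.5 mM) in imidazole buffer pH 7.2 with KCl and MgCl2, 1 h at room temperature. ATP was read by Kinase-Glo luminescence; data normalized to uninhibited and no-enzyme controls.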
* = called active by the depositor; ? = inconclusive; . = not tested or not shown; & = joins results of further samples; [ ] = remark or other dose. The call rests on the fitted dose curve; in most records, active means well fitted curve in the direction sought with a large enough effect; inconclusive means small, poorly fitted or top-dose-only effect, or another doubt; inactive means no such curve, though single readings can be large; an effect the other way counts as inactive or inconclusive. On the % scale 0 is the no-effect control and ±100 the full control effect; potency means the concentration at half of the fitted maximal effect.

1. COc1ccc(N(C)C(=O)Cc2c(C(=O)O)n(C)c3ccccc23)c(OC)c1
2. N=c1c(S(=O)(=O)c2ccccc2)cc2c(=O)n3ccccc3nc2n1Cc1cccnc1
3. Cc1ccc(S(=O)(=O)NNC(=O)C2CCN(Cc3ccccc3)CC2)cc1
4. O=C(CSC1=NS(=O)(=O)c2ccccc2N1)N1CCCCC1
5. COc1cc2ccccc2cc1C(=O)N1CCc2ccccc21

entry no.	1	2	3	4	5
Sm TGR block	3%	0%	-13%	-4%	4%
HCV inhibitor	35%[activator]	-28%	11%	6%	8.9µM*
TbPYK inhibitor	3%	1%	-1%	-2%	-13%
Pf growth 96h	21%	?	-19%	40%[activator]	?
Pf growth 48h	19%	?	-27%	17%	9.3µM*
LmPK inh	5%	.	2%	.	.

6. CCOC(=O)Cc1nnc(Nc2ccc(C)cc2)c2ccccc12
7. COc1cc(C(F)(F)F)c(C(=O)N(C)Cc2cccc(Cl)c2)cn1
8. CCCCNC(=O)[C@@H]1CSC2c3ccc(OC)c(OC)c3C(=O)N21 (stereo not given in full)
9. O=C(/C=C/c1ccc(F)cc1)NC(=S)Nc1ccccc1O
10. Cc1c(C)c2ccc(OCC(=O)Nc3ccccn3)cc2oc1=O

entry no.	6	7	8	9	10
Sm TGR block	9%	9%	-8%	-8%	3%
HCV inhibitor	?	-10%	7%	-13%	11%
TbPYK inhibitor	-11%	1%	-7%	-2%	-2%
Pf growth 96h	10µM*	3%	0%	3%	149%[activator]
Pf growth 48h	-6%	27%	10%	11%[0.00184 µM]	123%[activator]
LmPK inh	-1%	2%	3%	1%	-20%

11. COCCN(C(=O)CN1CCc2ccccc2C1)c1c(N)n(Cc2ccccc2)c(=O)[nH]c1=O
12. O=C1c2ccccc2C(=O)N1CCCCN(C(=O)c1cc2ccccc2oc1=O)c1ccc(Cl)cc1
13. COc1ccc(-c2cc(C(=O)N/N=C/c3cccnc3)c3cc(C)cc(C)c3n2)cc1
14. CCCCC(c1nnnn1CC1CCCO1)N1CCN(c2cc(Cl)ccc2C)CC1 (stereo not given)
15. Cc1cccc(NC(=O)c2ccc(N3C(=O)C4CCCCC4C3=O)cc2)c1C (stereo not given)

entry no.	11	12	13	14	15
Sm TGR block	-18%	1%	-21%	14%[11.4 µM]	15%
HCV inhibitor	?	4%	-25%	-24%	5%
TbPYK inhibitor	1%	8%	1%	-10%	0%
Pf growth 96h	82%[activator]	189%[activator]	-26%	99%[activator][5.75 µM]	-16%
Pf growth 48h	?	12%	0%	.	11%
LmPK inh	5%	7%	4%	7%	-1%

16. COc1ccc2cc3c(N)nn(C(=O)Cc4ccccc4OC)c3nc2c1
17. O=C(O)C/C=C(/NC(=O)OCc1ccccc1)C(=O)OCc1ccccc1
18. CC(C)C[C@@]12C(=O)N(c3cccc(F)c3)C(=O)N1[C@H](c1ccc(Br)cc1)[C@@H]1C(=O)N(C(C)(C)C)C(=O)[C@@H]12
19. COc1ccc(OCc2nnc(SCC(=O)N3C(C)CCCC3C)o2)cc1 (stereo not given)
20. COc1cc(OC)c2c(-c3ccccc3)cc(=O)oc2c1C(CCN1CCN(c2ccccc2)CC1)c1ccc(N(C)C)cc1 (stereo not given)

entry no.	16	17	18	19	20
Sm TGR block	8%	?	3%	-12%	-21%
HCV inhibitor	?	20%	-2%	23%	?
TbPYK inhibitor	1%	-12%	0%	2%	1%
Pf growth 96h	57%[activator]	-28%	5.2µM*	?	4.1µM*
Pf growth 48h	.	-5%	13µM*	?	5.2µM*
LmPK inh	1%	-1%[11.5 µM]	.	1%	0%

21. CC(C)[C@H](NC(=O)c1ccccc1)C(=O)OCC(=O)NCc1ccc(F)cc1
22. O=C(NCCc1ccccc1)c1ccc(CS(=O)(=O)Cc2ccc(F)cc2)o1
23. Cn1c(=O)c(=O)n(C)c2cc(S(=O)(=O)NCCN3CCN(c4ccccc4F)CC3)ccc21
24. Cc1ccc(C)c(N2CCN(C(=O)CN(C)S(=O)(=O)c3cnc[nH]3)CC2)c1
25. CCCn1c(N)c(Sc2ccc([N+](=O)[O-])cc2)c(=O)n(CCC)c1=O

entry no.	21	22	23	24	25
Sm TGR block	-11%	-14%	-12%	-1%	11%
HCV inhibitor	16%	-5%	-5%	10%	8%
TbPYK inhibitor	0%	-2%	0%	-5%	-1%
Pf growth 96h	24%	?	-17%	.	15%
Pf growth 48h	2%	10%	-9%	?	13%
LmPK inh	0%	0%	6%	1%	-2%

26. CC(=O)Nc1ccc(Nc2nc(C)nc3c2oc2ccccc23)cc1
27. COc1ccc(S(=O)(=O)N(CC(=O)NCC2CCCO2)C2CCCCC2)cc1OC (stereo not given)
28. Cc1ccc(S(=O)(=O)N2[C@@H](c3ccccc3F)C(C(=O)O)=CC[C@H]2c2cccc(Cl)c2)cc1
29. CN(C)C(=O)CSc1nc(-c2ccccc2)nc2c1CCCC2
30. Cn1ccnc1SCc1ccc(Cl)cc1Cl

entry no.	26	27	28	29	30
Sm TGR block	18%	-9%	3%	-14%	-1%
HCV inhibitor	?	-8%	-4%	?	18%
TbPYK inhibitor	5%	19%	-2%	-2%	-27%
Pf growth 96h	-9%	?	?	9.3µM*	0%
Pf growth 48h	?	11%	?	?	33%[activator]
LmPK inh	-12%	0%	.	2%	3%

31. Cc1ccc(C(=O)N2CCCC2)cc1S(=O)(=O)Nc1ccccc1
32. CCC(C)(C)NC(=O)C(c1ccc(F)cc1)N(Cc1ccc(OC)cc1)C(=O)c1cnccn1 (stereo not given)
33. CCOC(=O)c1sc(/N=C/c2c(O)ccc3ccccc23)cc1C
34. CN(C(=O)c1ccccc1C(=O)OCC(=O)c1ccc(Br)cc1)c1ccccc1
35. Clc1cc(Br)ccc1OCCOCCN1CCCC1

entry no.	31	32	33	34	35
Sm TGR block	3%	16%	-23%	-13%	7%
HCV inhibitor	-14%	4%	1%	-24%	?
TbPYK inhibitor	-3%	-1%	-4%	3%	16%
Pf growth 96h	?	?	73%[activator]	12µM*	?
Pf growth 48h	-3%	?	14%	?	?
LmPK inh	-1%	-7%	-13%	.	-3%

36. CC(=O)n1c2ccccc2c2nc3ccccc3nc21
37. Cc1cccc(NC(=O)N2C[C@H]3C[C@@H](C2)c2cccc(=O)n2C3)c1
38. COc1ccc(C(=O)NCCn2cc(SCC(=O)Nc3cc(C)on3)c3ccccc32)cc1OC
39. CCCCc1ccc(NC(=O)CN2C(=O)C3CCCCC3C2=O)cc1 (stereo not given)
40. CN(c1ccccc1)S(=O)(=O)c1nnc(NC(=O)COc2ccccc2)s1

entry no.	36	37	38	39	40
Sm TGR block	0%	-6%	-23%	-3%	6%&-8%
HCV inhibitor	-1%	-58%	?	-3%	13%
TbPYK inhibitor	-6%	3%	0%	-1%	-9%&3%
Pf growth 96h	2.6µM*	19%	-22%	-12%	?
Pf growth 48h	44%[activator]	5%	-26%	17%	-25%
LmPK inh	-1%	-7%	0%	.	-2%

41. COc1ccc(Cl)cc1NC(=O)Cn1nc(-c2ccc(C)cc2)n(C)c1=S
42. Cc1ccccc1COc1ccc2oc(C)c(C(=O)O)c2c1
43. O=C(NCCc1ccccc1)c1ccc2nccnc2c1
44. COC(=O)C1=C(c2ccc(F)cc2OCc2ccccc2)C[C@@H]2CC[C@H]1N2C(=O)NCc1ccccc1OC
45. CC(C)(C)n1nnnc1C(c1ccccc1F)N1CCN(C2CCCC2)CC1 (stereo not given)

entry no.	41	42	43	44	45
Sm TGR block	-1%	15%	1%	-1%	14%
HCV inhibitor	-26%	27%	-2%	-27%	-1%&9%
TbPYK inhibitor	-8%	3%	-4%	1%	-6%
Pf growth 96h	3%	20%	?	?	.
Pf growth 48h	-14%	13%	17%	6.6µM*	5%
LmPK inh	-1%	3%	0%	.	3%

46. CC(C)C(NC(=O)c1ccccc1NC(=O)c1ccco1)C(=O)NNC(=O)c1ccncc1 (stereo not given)
47. c1csc(-c2ccnc3ncnn23)c1
48. COC(=O)Cc1[nH]c(=S)[nH]c1C(=O)OC
49. CC(=O)c1cccc(NC2c3ccccc3C(=O)N2Cc2ccc3c(c2)OCO3)c1 (stereo not given)
50. Cc1ccc2nc(SCC(=O)c3c[nH]c4ccccc34)[nH]c2c1

entry no.	46	47	48	49	50
Sm TGR block	3%	-9%	7%	-22%	.
HCV inhibitor	0%	16%	-8%	?	-2%
TbPYK inhibitor	2%	2%	-7%	-1%	-9%
Pf growth 96h	?	-26%	53%[activator]	?	?
Pf growth 48h	?	8%	4%	?	2.9µM*
LmPK inh	6%	-8%	3%	1%	0%

Record cards, as listed above.
COc1ccc(Cl)cc1NC(=O)Cn1nc(-c2ccc(C)cc2)n(C)c1=S is entered as Sm TGR block: -1%; HCV inhibitor: -26%; TbPYK inhibitor: -8%; Pf growth 96h: 3%; Pf growth 48h: -14%; LmPK inh: -1%
CN(c1ccccc1)S(=O)(=O)c1nnc(NC(=O)COc2ccccc2)s1 is entered as Sm TGR block: 6%&-8%; HCV inhibitor: 13%; TbPYK inhibitor: -9%&3%; Pf growth 96h: ?; Pf growth 48h: -25%; LmPK inh: -2%
Cc1c(C)c2ccc(OCC(=O)Nc3ccccn3)cc2oc1=O is entered as Sm TGR block: 3%; HCV inhibitor: 11%; TbPYK inhibitor: -2%; Pf growth 96h: 149%[activator]; Pf growth 48h: 123%[activator]; LmPK inh: -20%

Next section.
51. CCc1ccc(N2CC(C(=O)OCc3nc4ccsc4c(=O)[nH]3)CC2=O)cc1 (stereo not given)
52. O=C1OC(Nc2ccc3ncccc3c2)c2ccccc21 (stereo not given)
53. CCn1c(C)[n+](Cc2ccccc2)c2ccc(Cl)cc21
54. CCN(CC)c1ccc(C(=O)OCc2c(C)noc2C)cc1
55. COC(=O)C(CCCN1C(=O)c2ccccc2C1=O)(NC(C)=O)c1nnn(C)n1 (stereo not given)

entry no.	51	52	53	54	55
Sm TGR block	-2%	7%	-1%	2%	41%[activator]
HCV inhibitor	1%	13%	7%	-28%	5%
TbPYK inhibitor	7%	-9%	0%	-1%	-2%
Pf growth 96h	37%[activator]	107%[activator]	-82%	9%	?
Pf growth 48h	6%	56%[activator]	7.4µM*	-11%	51%[activator]
LmPK inh	.	9%	-5%	5%	0%

56. COc1ccc(CNC(=O)/C=C/c2cc3c(cc2Br)OCO3)cc1
57. CCOC(=O)c1c(NC(=O)C2=C(C)NC(=S)NC2c2ccc(C)cc2)sc(C)c1C (stereo not given)
58. CC(C)N(C(=O)N1CCN(c2ccnc3cc(Cl)ccc23)CC1)C(C)C
59. Cc1cc(NC(=O)CC#N)n(-c2ccccc2)n1

entry no.	56	57	58	59
Sm TGR block	-17%	1%	0%	3%
HCV inhibitor	-6%	10µM*	?	12%
TbPYK inhibitor	2%	-7%	19%	2%
Pf growth 96h	20%	?	8.3µM*	-3%
Pf growth 48h	37%	12µM*	8.3µM*	12%
LmPK inh	2%	0%	-2%	0%

Reformatted: entries from further up.
56	COc1ccc(CNC(=O)/C=C/c2cc3c(cc2Br)OCO3)cc1
  Sm TGR block: -17%
  HCV inhibitor: -6%
  TbPYK inhibitor: 2%
  Pf growth 96h: 20%
  Pf growth 48h: 37%
  LmPK inh: 2%
57	CCOC(=O)c1c(NC(=O)C2=C(C)NC(=S)NC2c2ccc(C)cc2)sc(C)c1C (stereo not given)
  Sm TGR block: 1%
  HCV inhibitor: 10µM*
  TbPYK inhibitor: -7%
  Pf growth 96h: ?
  Pf growth 48h: 12µM*
  LmPK inh: 0%
